SSB-PriA inh: blocks PriA binding to SSB C-terminal tail; AlphaScreen SSBct-PriA binding, biotinylated peptide; inhibition, % at 33 µM; actives 0.6% (n = 430,000); in the data active = inhibition mostly above about 37%, no sharp cut-off; inactive = mostly below about 20%;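 note: plate controls were negative control peptide for no effect and reference peptide for full effect; strong numbers were not always called active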
Numbers without * were called inactive; & = joins results of further samples.

SMILES	SSB-PriA inh
O=C(NCc1ccc(F)cc1Cl)C1CCN(c2ncccc2S(=O)(=O)N2CCCCC2)CC1	2
O=C(c1ccc2c(c1)OCO2)N1CC(N2C(=O)C3CC=CCC3C2=O)C1 (stereo unspecified)	-33
CC(=O)c1ccc(NC(=O)c2cn(-c3ccccc3)nc2-c2ccc(C)cc2)cc1	-13
CC(C)CCn1c(SCC(=O)NCc2ccc3c(c2)OCO3)nc2cn(C)nc2c1=O	-11
O=C(CCCCCNS(=O)(=O)c1ccc(Br)cc1)NCc1ccc(Cl)c(Cl)c1	-2
CN1CCC(N(C)C(=O)C2CCN(c3ccc(-c4ccccc4)nn3)CC2)CC1	-17
Cc1cc(C)cc(NC(=O)CN2CCC(C(=O)Nc3ccc(C(N)=O)cc3)CC2)c1	-17
O=C(NCCOc1ccc2nnc(-c3ccccc3Cl)n2n1)NC1CCCCC1	3
CN1CCN([C@@H](CNC(=O)C2CCCCC2)c2ccc(F)cc2)CC1	-3
O=C(NN=Cc1ccc([N+](=O)[O-])o1)c1cccc(S(=O)(=O)N2CCOCC2)c1	-9
O=C(c1ccccc1)c1cc(Cl)ccc1NC(=O)c1coc2ccccc2c1=O	-10
CCc1[nH]nc(S(=O)(=O)Nc2cccc(OC(F)(F)F)c2)c1C(=O)OC	0
COc1cc([N+](=O)[O-])ccc1NC(=O)c1cccn(Cc2c(F)cccc2Cl)c1=O	1
COCCN1CCCc2ccc(NC(=O)c3cc(Cl)ccc3OC)cc21	35
Cn1cc(C(=O)O)c(=O)n(C)c1=O	6
CC(=NNC(=O)CSc1nc2nc(C)cc(C)n2n1)c1ccccc1	-26
O=C(CSc1ncccn1)Nc1ncc(Cc2cccc(C(F)(F)F)c2)s1	4
Cc1cc(NC(=O)CN2CCN(C[C@H](O)c3cccs3)CC2)no1	1
Cc1cc(C(=O)NCc2cncc(-c3ccsc3)c2)c(C)o1	8
CC(C)(C)OC(=O)CN1CCC(c2nnc(-c3ccsc3)o2)CC1	-18
CN1CCN(c2nc3ccc(NC(=O)c4ccc5c(c4)OCO5)cc3s2)CC1	-2
O=C(N/N=C\c1cc2ccccc2[nH]c1=O)c1ccc(Br)cc1	-8
COc1ccc(N2CCN(C(=O)c3c(F)cccc3F)CC2)nn1	0
COC(=O)/C=C\C(=O)Nc1ccc(NC(C)=O)cc1	5
O=C(Nc1ccc2c(c1)OCO2)c1ccc(F)cc1	14
(next part)
SMILES	SSB-PriA inh
O=C(CSc1nnc2ccc(-c3cccc([N+](=O)[O-])c3)nn12)c1cccs1	1
CN(C)S(=O)(=O)c1ccc(-c2csc(NC(=O)c3sc4ccccc4c3Cl)n2)cc1	-9&4
CCOC(=O)c1c(C)[nH]c(SCC(=O)Nc2ccccc2)c1-c1ccccc1	9
CCS(=O)(=O)N1CCc2ccc(NS(=O)(=O)c3cc(Cl)ccc3OC)cc2C1	-8&-5
O=C(c1ccc(F)cc1F)N1CCN(c2ccc(-c3cccnc3)nn2)CC1	5
O=C(C1CCCCC1)N1CCN=C1SCc1ccccc1F	2
O=C1CSC(=O)N1c1ccc(F)cc1	-7
O=C(Nc1ccc(Br)cc1)Nc1c[nH]c2ccccc12	14
CCOc1ccc(Nc2nc(NC3CCCCC3)nc(N3CCOCC3)n2)cc1	-21&34
COc1cn(CC(=O)Nc2cc(C(F)(F)F)ccc2Cl)c(CSc2nccc(C)n2)cc1=O	-14
O=C(CSc1ccc(-c2ccccn2)nn1)Nc1cccc(Cl)c1	43
O=C(c1ccc(-c2c(Cl)cccc2Cl)o1)N1CCOCC1	-28
O=C(NCc1cccs1)NCC1CCN(c2ccncc2)CC1	0
Cc1ccc(-c2nnc(NCCCO)c3ccccc23)cc1C	3
CC(C)(Oc1ccc(Cl)cc1)C(=O)N1C2CCC1c1cncnc1C2 (stereo unspecified)	-10
COCCn1c(=NC(=O)C(c2ccccc2)c2ccccc2)sc2cc(Cl)ccc21	-2
Cc1ccc(C(=O)N(CCN(C)C)c2nc3cc4c(cc3s2)OCO4)cc1	2
COC(=O)c1ccc(C(=O)N2CCSC2c2cccc(F)c2)cc1 (stereo unspecified)	-15
O=[N+]([O-])c1ccc(C=NN2CCN(Cc3ccccc3)CC2)cc1	44
CCOc1cc(C=NO)ccc1OS(=O)(=O)c1ccc(C)cc1	0
O=C(CN1CCOCC1)N1N=C(c2cccs2)C[C@H]1c1ccco1	-9
CCOCC(=O)NC[C@H](O)c1cn(C)c2ccccc12	-6
COc1ccc(C=NNC(=O)C(=O)Nc2ccccn2)cc1OC	-7
COc1ccc(S(=O)(=O)NC[C@H](OC)c2ccc(C)s2)cc1Cl	-3
O=C(NCc1cccc(Oc2ccccn2)c1)NC1CCCC1	10

Reprinted from above (22 entries):
SMILES	SSB-PriA inh
CCS(=O)(=O)N1CCc2ccc(NS(=O)(=O)c3cc(Cl)ccc3OC)cc2C1	-8&-5
O=C(c1ccc(F)cc1F)N1CCN(c2ccc(-c3cccnc3)nn2)CC1	5
O=C(C1CCCCC1)N1CCN=C1SCc1ccccc1F	2
O=C1CSC(=O)N1c1ccc(F)cc1	-7
O=C(Nc1ccc(Br)cc1)Nc1c[nH]c2ccccc12	14
CCOc1ccc(Nc2nc(NC3CCCCC3)nc(N3CCOCC3)n2)cc1	-21&34
COc1cn(CC(=O)Nc2cc(C(F)(F)F)ccc2Cl)c(CSc2nccc(C)n2)cc1=O	-14
O=C(CSc1ccc(-c2ccccn2)nn1)Nc1cccc(Cl)c1	43
O=C(c1ccc(-c2c(Cl)cccc2Cl)o1)N1CCOCC1	-28
O=C(NCc1cccs1)NCC1CCN(c2ccncc2)CC1	0
Cc1ccc(-c2nnc(NCCCO)c3ccccc23)cc1C	3
CC(C)(Oc1ccc(Cl)cc1)C(=O)N1C2CCC1c1cncnc1C2 (stereo unspecified)	-10
COCCn1c(=NC(=O)C(c2ccccc2)c2ccccc2)sc2cc(Cl)ccc21	-2
Cc1ccc(C(=O)N(CCN(C)C)c2nc3cc4c(cc3s2)OCO4)cc1	2
COC(=O)c1ccc(C(=O)N2CCSC2c2cccc(F)c2)cc1 (stereo unspecified)	-15
O=[N+]([O-])c1ccc(C=NN2CCN(Cc3ccccc3)CC2)cc1	44
CCOc1cc(C=NO)ccc1OS(=O)(=O)c1ccc(C)cc1	0
O=C(CN1CCOCC1)N1N=C(c2cccs2)C[C@H]1c1ccco1	-9
CCOCC(=O)NC[C@H](O)c1cn(C)c2ccccc12	-6
COc1ccc(C=NNC(=O)C(=O)Nc2ccccn2)cc1OC	-7
COc1ccc(S(=O)(=O)NC[C@H](OC)c2ccc(C)s2)cc1Cl	-3
O=C(NCc1cccc(Oc2ccccn2)c1)NC1CCCC1	10

Following part:
SMILES	SSB-PriA inh
O=c1[nH]c2ccccc2nc1/C=C\c1cccc(Cl)c1	-12
O=C(NN=Cc1cc2cc3c(cc2nc1Cl)OCCO3)c1ccccc1O	-13
O=C(Nc1ccc2c(c1)OCCO2)c1n[nH]nc1-c1ccc(F)cc1	-4
Cc1cccc(-n2ccn(CC(N)=O)c(=O)c2=O)c1C	-15
CCOc1ncccc1C(=O)Nc1ccc(CC(=O)N2CCOCC2)cc1	-19
COc1ccccc1-c1ccc(=O)n(CC(=O)N2CCN(c3ccc(-c4ccccn4)nn3)CC2)n1	104*
O=C1CC(c2cccs2)SC(=Nc2ccccc2)N1c1ccccc1 (stereo unspecified)	-18
CCN(CC)c1ccc(C=NNC(=S)NCc2ccc(OC)cc2)cc1	32
Cc1ccc(C)c2sc(NC(=O)c3ccccc3[N+](=O)[O-])nc12	4
C[C@](O)(CNC(=O)CN1C(=O)CCC1=O)c1ccc2c(c1)OCO2	-11
Cc1sc2nc(SC3C=CCCC3)[nH]c(=O)c2c1C (stereo unspecified)	-5
O=C(CSc1oc(-c2ccccc2)nc1S(=O)(=O)c1ccccc1)c1ccc(Cl)cc1	-7
CC(C)(C)c1ccc(C=Nn2cnnc2)cc1	0
O=C(c1ccc(Cl)s1)N1CCC(c2nnc(C3CC3)o2)CC1	-1
O=C(Nc1nc2c(s1)CN(C(=O)Nc1ccccc1F)CC2)c1cnccn1	-5
CC(=NNC(=O)c1ccc(Cl)c(S(=O)(=O)Nc2ccccc2Cl)c1)c1ccncc1	5
O=C(Nc1nc2c(s1)C(=O)NCCC2)c1ccc2nsnc2c1	10
O=C(NC(Cc1c[nH]c2ccccc12)C(=O)NN=Cc1ccc(Cl)cc1)c1cccs1 (stereo unspecified)	-5
CCOc1ccc(C(O)=C2C(=O)C(=O)N(c3ncccn3)C2c2ccccc2)cc1 (stereo unspecified)	-6
Cc1ccc(SCCC(=O)Nc2nc(-c3ccc4c(c3)OCCO4)cs2)cc1	8
CCOC(=O)N1CCCCC(c2ccc(F)cc2)C1 (stereo unspecified)	-41
Cc1nc2scc(C)n2c(=O)c1NC(=O)CC1CCCCC1	-11
O=C(Cn1cc(-c2nc(-c3ccsc3)no2)ccc1=O)c1cccc(Cl)c1	-19
Cc1cc2ncc(NC(=O)c3cccc4ccccc34)cn2n1	-7
N#Cc1c(NC(=O)CSc2ccc(Cl)cc2)sc2c1CCN(Cc1ccccc1)C2	8&-9
The listing continues.
SMILES	SSB-PriA inh
O=S(=O)(c1ccccc1C(F)(F)F)N1CCCC(c2nnc(C(F)(F)F)o2)C1 (stereo unspecified)	4
COCCN=c1scc(-c2cccs2)n1N=C(C)c1ccco1	24
COc1ccc(OC)c(-c2cc(C(=O)NC[C@@H](c3ccco3)N(C)C)n(C)n2)c1	10
CCOc1ccc(NC(=O)CSc2ncc(S(=O)(=O)c3ccc(CC)cc3)c(=O)[nH]2)cc1	-4
COC(=O)c1c(NC(=O)COc2cc(C)c(Br)cc2C(C)C)sc(C)c1C	-2
CCOc1ccc(NC(=O)NCc2cncc(-c3ccsc3)c2)cc1	-2
Oc1ccc(C(Cc2ccc3ccccc3n2)=NNc2ccccc2)c(O)c1	5
CCN(CC)S(=O)(=O)c1ccc(C(=O)Nc2nc3c(s2)COc2ccccc2-3)cc1	-6
CCn1nc(C(=O)Nc2nc3ccc(C(=O)OC)cc3s2)cc1C	5
C1CC1c1noc(C2CNC2)n1	-9
C=C1C(O)[C@@H]2O[C@]3(CC[C@H](/C=C/C(C)[C@@H]4CC(C)=CC5(O[C@H](CC(C)(O)C(=O)O)CCC5O)O4)O3)CC[C@H]2O[C@@H]1C(O)CC(C)[C@H]1OC2(CCCCO2)CCC1C (stereo partly specified)	-16
CCOC(=O)c1[nH]c(C)c(C(O)=C2C(=O)C(=O)N(CCCN(CC)CC)C2c2cccnc2)c1C (stereo unspecified)	6
COc1cc(N2CCN(S(=O)(=O)c3cc(Cl)ccc3Cl)CC2)nc(C)n1	-27
O=C(NCCc1nc2ccccc2[nH]1)OCc1ccccc1	-6
O=C(Nc1ccc(OC(F)(F)F)cc1)Nc1c[nH]c2ccccc12	17
Cc1c(C(=O)OCc2cccc(F)c2)nnn1-c1ccc(Br)cc1	-9
Cc1ccc2nc(SCC(=O)NN=Cc3ccc(C(=O)O)cc3)cc(C)c2c1	-12
O=C(NC[C@H](O)Cn1c2ccccc2c2ccccc21)NC1CCCCC1	-10
Cc1sc(NC(=O)C2CCCN(S(=O)(=O)c3ccc(Cl)s3)C2)c(C#N)c1C (stereo unspecified)	-2
CS(=O)(=O)N1CCCCC1C(=O)Nc1sccc1C#N (stereo unspecified)	7
O=C1CCC(NC(=O)OCc2ccccc2)(C(=O)OCc2ccccc2)O1 (stereo unspecified)	8
CCSc1ccc(CC(=O)N(Cc2ccncc2)c2nc3ccc(Cl)cc3s2)cc1	-4
CC(=NN=C1NC(=O)C(CC(=O)Nc2ccccc2F)S1)C1CCCCC1 (stereo unspecified)	10
CS(=O)(=O)C1CCN(C(=O)Nc2ccc(F)cc2)C1 (stereo unspecified)	-13
COCCN1CCC(CNS(=O)(=O)c2cc(Cl)ccc2C)CC1	-4
(list continues)
SMILES	SSB-PriA inh
N#CC(=NNc1ccc(Cl)cc1)C(N)=S	13
COc1ccc(CNC(=O)c2sc(=S)n(Cc3ccco3)c2N)cc1	1
O=S(=O)(NC[C@@](O)(c1ccccc1)C1CC1)c1ccc(Br)s1	-6
O=C(c1ccc2ccccc2n1)N1CCN(c2ccc(-c3ccc(F)cc3)nn2)CC1	-14&12
COc1ccc(-n2ccn(Cc3ccccc3F)c(=O)c2=O)cc1Cl	-15
COc1ccc(S(=O)(=O)c2cn(CC(=O)Nc3ccc(C)cc3C)c3ccc(F)cc3c2=O)cc1	-2
CN(C)CCCN(C(=O)c1cc2cc([N+](=O)[O-])ccc2s1)c1nc2cc3c(cc2s1)OCO3	34
COc1cc(OC)cc(-c2nnc(NC(=O)c3ccc(Cl)cc3Cl)o2)c1	-5
Cc1ccc(C)c(S(=O)(=O)NN=Cc2ccc(C(=O)O)cc2)c1	10
Cc1noc(C)c1S(=O)(=O)NCCn1nc(-n2ccc3ccccc32)ccc1=O	17
O=C1c2cccc(O)c2CCN1Cc1ccc(Br)cc1	-17
CCn1nc(C)cc1C(=O)Nc1sc(-c2ccccc2)cc1C(N)=O	-23&-18
Cn1cnc(S(=O)(=O)N2CCC(S(=O)(=O)Cc3ccco3)CC2)c1	68*
O=C(NCCC(CCO)c1ccccc1)C(=O)Nc1ccc(F)c(F)c1 (stereo unspecified)	-15
CCOc1nc(C)c(NC(=O)c2ccc(Cl)cc2)c(C)n1	-1
Cc1ccc(-n2ncc3c(N(CCO)CCO)ncnc32)cc1Cl	-3
O=C1NCCCCC1Nc1ccc(N2C(=O)C3C4C=CC(C4)C3C2=O)cc1[N+](=O)[O-] (stereo unspecified)	-10
C#CCn1c(C2CC(=O)N(c3cc(Cl)ccc3C)C2)nc2ccccc21 (stereo unspecified)	-1
Cc1ccc([N+](=O)[O-])cc1NC(=O)C(=O)NCCCN1CCCC1=O	-4
O=C(Nc1ccccc1F)c1cc(C2CCN(C(=O)c3ccc(F)cc3Cl)CC2)[nH]n1	-2
Cc1cccc(C)c1N1CCN(CC(=O)Nc2ccc(Br)cc2)CC1	-2
COc1cccc(C=NNC(=O)c2nc(-c3ccccc3)cc(-c3ccccc3)n2)c1O	-11
CO[C@@H](CNS(=O)(=O)Cc1cccc(C)c1)c1ccc(C)s1	-15

Source: PubChem BioAssay

The list is partial; the hit share may differ from the screen's.
